SUMO HTRF inh: inhibitors of human SUMOylation (UBC9); P63279; HTRF SUMOylation assay, SAE1/SAE2 + UBC9, in vitro; inhibition, % at 35 µM; hit rate 0.36% among 290,000; in the data active means inhibition above about 50%, passing the limit was not always enough; further: strong numbers were not always called active
Target sequence (P63279 whole entry, looked up): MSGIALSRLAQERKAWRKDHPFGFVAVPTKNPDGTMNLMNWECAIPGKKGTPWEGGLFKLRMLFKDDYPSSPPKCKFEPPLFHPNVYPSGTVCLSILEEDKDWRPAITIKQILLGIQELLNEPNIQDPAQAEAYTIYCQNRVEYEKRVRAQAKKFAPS
IDE act: activators of human insulin-degrading enzyme in cells; P14735; HEK cells, FAbeta-B cleavage, fluorescence polarization; 0% vehicle, 100% cell-free pure enzyme wells; activation, % at 5.96 µM; hit rate 0.073% among 340,000; AID 493087;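 active means activation above the mean of all tested compounds plus 3 SD, set per screening campaign, cut at about 17% in these data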
IMP-1 inhibitor: blocks Pseudomonas aeruginosa IMP-1 metallo-beta-lactamase; hit rate 0.45% among 290,000; inhibition, % at 5.6 µM; AID 1556; purified IMP-1, nitrocefin hydrolysis, epi-absorbance fluorescence;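 active means inhibition above the mean plus 3 SD of all compounds in the same screening run, cut at about 4.5% in these data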;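 further: 0% = IMP-1 with DMSO and 100% = DMSO wells lacking enzyme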
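System: purified recombinant IMP-1 beta-lactamase. Medium: Zinc- and detergent-supplemented HEPES buffer, pH 7.1. Compound: one 5.6 µM dose […]. Schedule: 15 min preincubation plus 25 min reaction at 25 °C. Technique: Epi-absorbance fluorescence, 480 nm excitation, 530 nm emission.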
pCIP destab: lowers stability of the mouse p/CIP coactivator protein; Q05BA5; F442A p/CIP-EGFP cells, EGFP fluorescence, 16 h; decrease of EGFP signal, % at 10 µM; hit rate 0.01% among 290,000; AID 1984;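 active means EGFP signal decrease of at least 30% at 10 µM or well 3 SD below plate mean, unless failing retest; inactive means the rest, including hits failing retest or dose response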; further: some compounds called inactive have numbers as strong as hits; many of its hits are not listed in these tables
DNA FID counter: fluorescent intercalator displacement, NS3 helicase counter-screen; DNA fluorescent intercalator displacement, fluorescence; inhibition, % at 7.9 µM; hit rate 0.17% among 290,000; AID 1845; in the data active means inhibition above about 37%;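 further: 0% = vehicle and 100% = reference compound; higher means more ethidium bromide displaced from hairpin DNA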
VIM-2 inh: blocks Pseudomonas aeruginosa VIM-2 metallo-beta-lactamase; AID 1527; hit rate 0.89% among 290,000; purified VIM-2, nitrocefin hydrolysis, epi-absorbance fluorescence; inhibition, % at 5.6 µM;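 active means inhibition above the mean of all tested compounds plus 3 SD, cutoff set per screening run, cut at about 7.5% in these data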;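 further: red hydrolysis product quenches plate fluorescence so inhibitors raise well fluorescence; 0% = enzyme with DMSO and 100% = DMSO without enzyme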
M18AAP inhibitor: blocks P. falciparum M18 aspartyl aminopeptidase; recombinant PfM18AAP, H-Glu-NHMec fluorogenic cleavage; inhibition, % at 7.35 µM; hit rate 1.2% among 290,000;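 active means inhibition above the campaign mean inhibition over all tested compounds plus 3 SD, cut at about 28% in these data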;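 further: 0% = plate median of test compound wells and 100% = 2 mM ZnCl2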
NS3 helicase inh: HCV NS3 helicase inhibition | NS3 helicase DNA unwinding, Cy5 molecular beacon fluorescence | inhibition, % at 10.9 µM | hit rate 0.56% among 290,000;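 active means inhibition above the mean of all tested compounds plus 3 SD, set per campaign, cut at about 35% in these data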;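 further: 0% = DMSO wells and 100% = thioflavine S control wells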
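Measured by: Cy5 fluorescence, 0 and 60 min reads / Assay system: NS3 helicase fragment of HCV / Control set: low DMSO, high thioflavine S at 110 µM / Times: 1 h reaction at 25 °C, ATP-initiated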
IDE inh: inhibits human insulin-degrading enzyme in HEK cells | P14735 | FAbetaB cleavage, fluorescence polarization | inhibition, % at 5.59 µM | hit rate 0.41% among 320,000 | AID 434962;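 active means percent inhibition above the average of all tested compounds plus 3 SD, set per screening campaign, cut at about 16% in these data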;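 further: IDE supplied by intact live HEK cells; FP after avidin binding of uncleaved biotin substrate so inhibition keeps polarization high; 0% = DMSO wells and 100% = 60 µM reference IDE inhibitor Ii1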
* marks the source's active call; other numbers are inactive results; nt = no result given.

SMILES	SUMO HTRF inh	IDE act	IMP-1 inhibitor	pCIP destab	DNA FID counter	VIM-2 inh	M18AAP inhibitor	NS3 helicase inh	IDE inh
O=C1CC(Nc2ccc(N3CCOCC3)cc2)C(=O)N1Cc1ccccc1 (stereo not given)	-14	-6	-7.8	-3	-35	-3.0	21	30	-4
Cc1ccc(C(=O)c2sc3c(c2N)c(=O)[nH]c(=O)n3CCc2ccccc2)cc1	-5	-3	-1.0	-1	-2	-3.1	-4	2	-3
CCCCCC(=O)NN1C(=S)N(c2ccc(OC)cc2)C(=O)C1CC(=O)Nc1ccccc1 (stereo not given)	22	nt	-2.9	-14	-15	-2.7	-4	1	0
Cc1ccc(C(=O)COC(=O)CN2C(=O)C3C4C=CC(C4)C3C2=O)cc1C (stereo not given)	1	7	-3.5	-9	-32	-3.7	-2	-1	4
COC(=O)C(Cc1ccccc1)NC(=O)c1cc(S(=O)(=O)N(C)C)ccc1Cl (stereo not given)	18	0	-2.9	17	-7	-2.1	2	-4	3
CC(C)c1ccccc1-n1c(SCC(=O)N2CCc3ccccc3C2)nc2ccccc2c1=O	-22	1	-1.3	-11	-26	0.9	-9	-10	3
CC(C)COC(=S)Nc1ccccc1	4	-1	-2.4	16	-11	-2.6	6	7	-3
COc1ccc(C(=O)C2CCCN(C(=O)Cn3nc(C)cc3C)C2)cc1F (stereo not given)	17	-2	-3.4	-9	-16	-3.1	1	2	2
COc1ccc(OC)c(NC(=O)C2C3C=CC(C3)C2C(=O)NCc2cccnc2)c1 (stereo not given)	1	nt	-1.5	-3	-18	-2.5	1	-3	2
S=C(NCc1ccccc1)Nc1ccc(Oc2ccccc2)cc1	-5	3	0.4	6	-11	-0.6	6	-4	6
Cc1ccccc1NC(=O)Nc1nc2ccc(S(C)(=O)=O)cc2s1	18	1	-3.8	-3	0	-0.5	-4	10	4
CC1CCCC(NC(=O)CN(C)S(=O)(=O)c2cnc[nH]2)C1C (stereo not given)	2	3	-2.6	-4	0	2.4	-8	5	-9
Cc1cccc(CCN=c2c([N+](=O)[O-])nn(-c3ccccc3)n2O)c1	-5	4	-3.1	7	-10	-3.7	-13	2	0
C#CCN1C(=O)S/C(=C\c2ccc(-c3ccc(C(=O)O)cc3C)o2)C1=O	32	2	-2.6	2	-25	0.9	6	31	4
CCOc1cc(/C=C2\C(=O)N(Cc3ccc(C)cc3)C(C)=C2C(=O)OC)ccc1O	-14	-1	0.3	-3	-14	0.0	3	24	7
Cc1ccc(-c2noc(CCC(=O)NCc3ccco3)n2)cc1	-16	0	-1.6	-3	-6	-1.3	-11	12	5
Cc1cccc(NC(=O)Nc2ccc3c(c2)N(C)C(=O)CS3)n1	14	-1	-0.8	-15	-11	2.3	0	-9	0
O=C(O)COc1ccc2c(c1)O/C(=C\c1cccs1)C2=O	17	4	-2.5	-11	-29	0.1	-9	13	4
CCc1ccc(C(=O)COC(=O)C(Cc2ccccc2)NC(=O)c2ccc(Cl)cc2)cc1 (stereo not given)	-36	1	-1.6	6	1	0.1	7	16	-1
CO[C@H]1O[C@H](C)[C@@H](O)C[C@H]1NC(=O)OCc1ccccc1	-2	1	-4.4	6	-2	-1.9	-1	2	2

4 structures already listed, sorted by number of heavy atoms, lowest first:
SMILES	SUMO HTRF inh	IDE act	IMP-1 inhibitor	pCIP destab	DNA FID counter	VIM-2 inh	M18AAP inhibitor	NS3 helicase inh	IDE inh
CC1CCCC(NC(=O)CN(C)S(=O)(=O)c2cnc[nH]2)C1C (stereo not given)	2	3	-2.6	-4	0	2.4	-8	5	-9
C#CCN1C(=O)S/C(=C\c2ccc(-c3ccc(C(=O)O)cc3C)o2)C1=O	32	2	-2.6	2	-25	0.9	6	31	4
COC(=O)C(Cc1ccccc1)NC(=O)c1cc(S(=O)(=O)N(C)C)ccc1Cl (stereo not given)	18	0	-2.9	17	-7	-2.1	2	-4	3
Cc1ccc(C(=O)c2sc3c(c2N)c(=O)[nH]c(=O)n3CCc2ccccc2)cc1	-5	-3	-1.0	-1	-2	-3.1	-4	2	-3

Further records follow:
SMILES	SUMO HTRF inh	IDE act	IMP-1 inhibitor	pCIP destab	DNA FID counter	VIM-2 inh	M18AAP inhibitor	NS3 helicase inh	IDE inh
Cc1[nH]n(-c2ccc([N+](=O)[O-])cc2)c(=O)c1C=NCC1CCCO1 (stereo not given)	14	nt	-1.4	-10	8	-3.5	2	3	-2
CC(C)=C1C2C=CC1C1C(=O)N(c3ccc4c(c3)OCO4)C(=O)C21 (stereo not given)	3	6	-4.6	-7	-5	-2.9	-4	4	5
Cc1ccc2c(C)c(C(=O)N3CCN(c4cnccn4)CC3)oc2c1C	20	0	-1.6	-14	-55	-0.8	2	-5	-4
O=C(CSc1ccc2nnc(-c3ccc(Cl)cc3)n2n1)N1CCc2ccccc21	16	5	-2.4	-5	0	-4.4	1	0	7
CCCCNC(=O)CCC(=O)Nc1ncc(-c2ccc(C)cc2)n1C	12	3	-0.9	-5	-3	-2.1	-3	-5	0
C=C(C)C(=O)Nc1ccc2c(c1)OCCOCCOCCO2	11	0	-2.3	5	-3	-2.2	5	1	2
O=C(CSc1nc2ccccc2c(=O)n1Cc1ccc(F)cc1)NCc1cccs1	5	1	-3.7	7	-4	-2.9	0	-3	3
Cc1ccc(S(=O)(=O)N[C@H](C(=O)N2CCC(C(=O)N[C@H](C(=O)O)c3ccccc3)CC2)C(C)C)cc1	-3	6	0.7	-5	-28	1.1	8	1	5
CC(C)OC(=O)CSc1nnc(-c2ccc(Cl)cc2Cl)o1	0	-3	-5.3	1	-6	-3.8	6	3	6
Cc1ccc(-c2csc3nc4c5ccccc5c(NCCCN(C)C)nn4c(=O)c23)cc1	20	2	-2.8	-4	23	3.1	3	-95	-7
CCCCCn1c(SCCc2ccccc2)nc2c1c(=O)[nH]c(=O)n2C	-13	4	-0.6	8	5	2.7	6	1	7
O=C(N/N=C/c1ccccc1)c1ccc(NC(=O)c2ccc(F)cc2)cc1	22	-3	-4.0	-7	-20	-1.9	-7	38*	4
CCOc1cc(C2NC(=O)NC(c3ccccc3)=C2C(C)=O)ccc1OCC(N)=O (stereo not given)	9	6	-2.9	-7	-9	-3.2	-1	3	-1
CC(=O)c1sc(Nc2nc3ccc(F)cc3s2)nc1C	17	3	-5.7	-8	-2	-2.4	-22	5	-2
O=[N+]([O-])c1ccc(OCc2cn([C@@H](CO)c3ccccc3)nn2)c(Br)c1	20	-4	nt	-9	nt	nt	nt	nt	-3
COc1ccc(S(=O)(=O)N2CCOCC2)cc1NC(=O)CO/N=C/c1ccccc1OC(F)F	-2	2	0.2	-17	3	-1.2	7	-14	-5
COC1c2ccccc2C(=O)N1Cc1ccc(F)cc1 (stereo not given)	4	0	-2.5	1	-8	-0.8	0	6	1
CN(C)C=NC(=O)c1cc(C(=O)c2ccc(C(C)(C)C)cc2)c[nH]1	22	5	-4.0	-12	-4	-3.4	-8	-9	6
CCOC(=O)/C(N=Nc1c(C)n(C)n(-c2ccccc2)c1=O)=C(\C)O	13	-2	-3.0	1	-6	-3.1	-6	-1	9
COc1nc(OC)nc(N2CCC(C(=O)NCc3cccs3)CC2)n1	32	-1	-1.7	-2	-1	-5.4	-7	3	0
CN(c1ccccc1)S(=O)(=O)c1ccc(NC(=O)c2cccs2)cc1	-2	4	-1.9	-16	-1	-2.1	3	-11	1
CC(C)c1nc2ccc(NC(=O)C3CCCCC3)cc2[nH]1	4	0	-0.8	4	6	-0.4	-15	4	11
Cc1ccccc1OCC(=O)N/N=C/c1ccc2c(c1)OCCO2	5	4	-4.4	2	-17	-4.4	1	-8	-1
CCOC(=O)c1ccc(C(=O)OCC)c(NC(=S)Nc2ccc([N+](=O)[O-])cc2OC)c1	6	-2	-2.1	-9	-5	-0.2	5	-1	2
O=C(OCc1nc2ccccc2s1)c1ccc(Br)o1	-2	2	-1.8	4	-9	-2.1	3	-1	-1
COc1ccc(Cl)cc1NC(=O)CSc1nc(Nc2ccccc2)nc(N2CCOCC2)n1	2	-8	0.1	-15	-25	-1.5	-4	-8	-1
O=C(COc1ccc(-c2ccccc2)cc1)NN=C1CCCC1	-6	4	-2.0	-2	-7	-2.3	0	-1	0
OCC(Cc1ccccc1)NCc1ccccc1C(F)(F)F (stereo not given)	4	5	-4.1	4	8	-2.4	-6	5	2
Cc1ccccc1C(=O)Nc1nc2c(C)csc2c(=O)s1	-14	5	-3.9	-14	-2	-1.8	2	2	-5
CC(C)N(CCNC(=O)C1CCCN(c2ncnc3c2nc2n3CCCCC2)C1)Cc1ccccc1 (stereo not given)	-2	-3	-5.6	9	23	0.8	-2	2	9
COc1cc([N+](=O)[O-])c(OC)cc1SCc1n[nH]c(=S)n1-c1ccc(F)cc1	6	2	-4.8	-5	-9	-0.9	1	-13	9
Cc1cc(CNC(=O)CCc2nnc(CCCCc3ccccc3)o2)nn1C	5	3	-2.3	-8	-26	-1.1	-6	-1	-2
CCOC(=O)C1=C(C)N(C)C(C)=C(C(=O)OCC)C1c1ccccc1	8	1	-4.1	6	-12	-2.1	0	5	1
O=S(=O)(NCCc1ccccn1)c1ccc(F)c(F)c1	7	-2	-2.5	-12	2	-4.6	2	5	2
O=C(CSc1nnc2scc(-c3ccccc3)n12)NCC1CCCO1 (stereo not given)	-6	-2	-3.2	-1	-1	1.1	-6	-6	-1
Cc1nn(C(=O)c2cccnc2)c(C)c1Sc1ccc(Br)cc1	-5	-4	-2.4	-8	-2	1.0	0	-1	2
Cc1c(C)[n+](=O)c(-c2ccc(Br)cc2)c(C)n1[O-]	-15	-2	-1.3	-4	-2	0.8	-11	16	8
CC(C)(C)c1cc(CN2CCCCC2)cc(C(C)(C)C)c1O	-12	nt	-1.0	-1	7	-3.4	24	-6	9
CC(NC(=O)c1ccco1)C(=O)Nc1nc(-c2ccccn2)cs1 (stereo not given)	-17	5	-3.0	-5	-9	-2.4	3	5	5
Cc1ccc2[nH]c(C(=O)N3CCN(C(c4ccccc4)c4ccccc4)CC3)cc2c1	-8	-2	2.6	-11	-5	1.9	-10	-9	-2
CCOC(=O)c1[nH]c(=O)[nH]c1CN(Cc1ccco1)Cc1[nH]c(=O)[nH]c1C(=O)OCC	-4	3	-3.0	1	-15	-3.8	-1	-5	1
N#CCCn1c(SCC(=O)NCc2ccco2)nc2ccccc21	1	0	0.1	1	-4	-0.4	17	-4	-1
O=C1C(=O)N(CCCn2ccnc2)C(c2cccnc2)/C1=C(/O)c1ccccc1 (stereo not given)	nt	nt	-0.1	nt	-9	-1.1	-5	-4	nt
CC1CCCCC1NC(=O)/C=C/c1nc2ccccc2s1 (stereo not given)	5	-3	0.8	-3	-25	-1.2	-2	7	9
COc1ccc(C(=O)N2CCOC2CNC(=O)C(=O)NCc2ccc(Cl)cc2)cc1 (stereo not given)	6	6	-3.8	6	-19	-1.6	-9	0	-1
O=C(Nc1cccn2ncnc12)c1ccccc1	10	-1	-2.1	7	1	-1.4	12	0	2
CCOC(=O)c1cnc2c(C)cccc2c1NCCCN1CCOCC1	4	2	-4.0	-1	55*	2.1	1	35	2
CN(C(=O)COC(=O)c1ccc2ccccc2n1)C1CCS(=O)(=O)C1 (stereo not given)	6	1	-3.1	-14	2	-2.0	-2	-8	1

Compound activity: PubChem, several laboratories
